Screening data deposited in PubChem BioAssay by several laboratories.
SRC2 TRFRET art – TR-FRET signal artefacts, primary screen, artefact control for PPARgamma SRC-2 agonist project, biochemical; TR-FRET artefact counter-screen; active compounds read high; TR-FRET ratio at 8 µM; 200,000 tested, 0.4% active; AID 1049, 2008; in the data active = TR-FRET ratio above about 2000; also: inactives centre near 1500
PMI activator – activators of human PMI, primary screen, biochemical, fluorescence intensity, near-Km mannose 6-phosphate. purified human PMI, coupled resazurin fluorescence, 20 min; active compounds read high; 1 = vehicle control, 0 substrate-free wells. activation factor at 20 µM. 190,000 tested, 0.005% active;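 active = activation factor of 2 or more at 20 µM, relative to plate controls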
Diaphorase act – compounds boosting diaphorase resazurin reduction – biochemical, uHTS, resorufin fluorescence, counter-screen for diaphorase-coupled primary assays, primary screen. Diaphorase/resazurin coupled assay, 16 min; active compounds read high; 1 = vehicle wells, 0 = NADH-free wells. activation factor at 20 µM. 190,000 tested, 0.005% active. AID 1229, 2008;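 active = diaphorase activity raised at least twofold by the compound at 20 µM; inactive = activation factor below 2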
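Material: Clostridium kluyveri diaphorase, purified enzyme; Quantity: enzyme 0.07 U/mL final; Medium: HEPES pH 7.4 buffer with MgCl2 and Tween 20; Dosing: single compound dose of 20 µM, 1% DMSO final; Schedule: 16 min reaction at room temperature; Measured by: red resorufin fluorescence at 544/590 nm excitation/emission.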
PPARg SRC-2 ag – agonists of PPARg-SRC-2 recruitment, primary screen, biochemical, HTS | PPARgamma LBD-SRC-2 recruitment | activation, % at 8 µM | 200,000 tested, 0.34% active; in the data active = activation above about 22%;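 also: 0% = vehicle and 100% = reference agonist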
Target sequence (P37231 whole entry, looked up, the tested form may be a part): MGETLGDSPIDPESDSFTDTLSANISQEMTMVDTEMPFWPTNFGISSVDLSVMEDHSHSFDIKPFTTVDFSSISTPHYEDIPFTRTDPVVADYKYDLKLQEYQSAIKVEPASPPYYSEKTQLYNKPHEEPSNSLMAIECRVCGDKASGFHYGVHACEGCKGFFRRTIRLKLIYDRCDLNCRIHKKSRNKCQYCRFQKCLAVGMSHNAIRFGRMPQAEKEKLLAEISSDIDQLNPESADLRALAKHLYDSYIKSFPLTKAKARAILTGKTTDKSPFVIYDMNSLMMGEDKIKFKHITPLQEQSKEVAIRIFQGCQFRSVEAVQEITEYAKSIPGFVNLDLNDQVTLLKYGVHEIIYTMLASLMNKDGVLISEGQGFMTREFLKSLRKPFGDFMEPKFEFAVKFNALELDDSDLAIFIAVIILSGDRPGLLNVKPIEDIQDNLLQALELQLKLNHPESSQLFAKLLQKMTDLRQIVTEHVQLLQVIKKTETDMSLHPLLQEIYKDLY
PMI act satM6P – human PMI activators, high substrate, primary screen, biochemical, fluorescence intensity, near-saturating mannose 6-phosphate; AID 1216, 2008; coupled PMI enzyme assay, resazurin fluorescence, 20 min; active compounds read high; 1 = untreated enzyme, 0 = substrate-free blank; 190,000 tested, 0.34% active; Mannose-6-phosphate isomerase (Homo sapiens), P34949; activation factor at 20 µM;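 active = activation factor of 2 or more at 20 µM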
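test system = human PMI in coupled enzyme assay | medium = HEPES-buffered pH 7.4 with magnesium and detergent | also added = 1.0 mM mannose-6-phosphate substrate with 0.22 mM NADP+ | compound = 20 µM single dose | times = 20 min incubation at room temperature | measured by = resorufin fluorescence (Ex 544/Em 590 nm) from resazurin via diaphorase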
PPARg SRC1 recr – PPARgamma agonists recruiting SRC-1 coactivator, primary screen, biochemical; 200,000 tested, 0.41% active; activation, % at 8 µM; PPARgamma-SRC-1 coactivator recruitment biochemical assay; AID 631, 2007; in the data active = activation above about 19%;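 also: 0% = DMSO and 100% = reference agonist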
PPARg SRC3 recr – PPARgamma agonists recruiting SRC-3 coactivator, primary screen, biochemical | biochemical PPARgamma/SRC-3 coactivator recruitment assay | Peroxisome proliferator-activated receptor gamma (Homo sapiens), P37231 | activation, % at 8 µM | 200,000 tested, 0.26% active | AID 731, 2007; in the data active = activation above about 23%;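 also: 0% = DMSO and 100% = reference agonist; some compounds past the cut are filed as inactive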
S1P3 antag – S1P3 receptor antagonists, primary screen, cell-based; 170,000 tested, 0.27% active; AID 485, 2006; inhibition, % at 4.98 µM; CHO S1P3 NFAT-BLA reporter, FRET fluorescence, antagonist mode; Sphingosine 1-phosphate receptor 3 (Homo sapiens), Q99500;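 active = inhibition above the plate cutoff, the mean inhibition of test wells on that plate plus 3 SD, cut at about 28% in these data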;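 also: cells challenged with S1P at its EC80 of 0.8 µM; blue over green emission ratio from cleaved BLA substrate after 4 h stimulation; 0% = S1P-stimulated wells and 100% = unstimulated DMSO-only wells; some compounds past the cut are filed as inactive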
ROMK mod – ROMK potassium channel modulators, primary screen, cell-based, thallium flux, MLSMR library; ATP-sensitive inward rectifier potassium channel 1 (Homo sapiens), P48048; Tet-inducible ROMK, thallium flux fluorescence; actives lie on both sides; B-score at 10 µM; 130,000 tested, 2% active;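 active = signal ratio slope over the read window, or its plate-corrected B-score, at least 3 SD from the plate mean, either direction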;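 also: B-score of the F/F0 ratio slope over 7 to 12 s after thallium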
Target sequence (P48048 whole entry, looked up): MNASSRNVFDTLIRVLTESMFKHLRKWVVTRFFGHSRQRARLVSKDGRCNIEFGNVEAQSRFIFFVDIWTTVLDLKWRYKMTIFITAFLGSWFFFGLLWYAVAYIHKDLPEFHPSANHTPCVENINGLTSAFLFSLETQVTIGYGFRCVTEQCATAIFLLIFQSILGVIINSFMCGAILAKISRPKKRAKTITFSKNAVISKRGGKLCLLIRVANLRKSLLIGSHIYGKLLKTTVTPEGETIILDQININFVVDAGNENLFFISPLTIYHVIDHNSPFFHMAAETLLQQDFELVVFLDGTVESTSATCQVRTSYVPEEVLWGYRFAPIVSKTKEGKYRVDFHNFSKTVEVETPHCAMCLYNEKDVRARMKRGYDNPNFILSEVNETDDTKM
Diaph inh CS – diaphorase inhibitors and chemical oxidizers, primary screen, counter-screen for diaphorase-coupled primary assays, biochemical, uHTS, resorufin fluorescence; diaphorase resazurin-to-resorufin fluorescence, NADH, 16 min; bacterial (C. kluyveri) enzyme, not human; inhibition, % at 20 µM; 190,000 tested, 0.69% active; AID 1217, 2008;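 active = primary screen inhibition at 20 µM above a set limit, cut at about 50% in these data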;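 also: plate controls were DMSO with full reaction for no effect and wells lacking NADH for full effect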
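System: Bacterial diaphorase enzyme (C. kluyveri) | Incubation: 16-min room-temperature incubation before reading | Benchmarks: No-NADH positive control and DMSO neutral control | Measured by: Resorufin fluorescence 544/590 nm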
G6PDH CS – L. mesenteroides G6PDH inhibitors, counter-screen for G6PDH-coupled screening assays, biochemical, Leuconostoc mesenteroides enzyme | Purified L. mesenteroides G6PDH, diaphorase/resazurin coupled fluorescence, 45 min | glucose-6-phosphate dehydrogenase [Leuconostoc mesenteroides] | 200,000 tested, 0.12% active | inhibition, % at 5 µM; in the data active = inhibition above about 50%
An asterisk follows results filed as active; x = no result given. Hits appear at their usual frequency; 3.3% or so of the library scored in one or more.

Fields: SRC2 TRFRET art | PMI activator | Diaphorase act | PPARg SRC-2 ag | PMI act satM6P | PPARg SRC1 recr | PPARg SRC3 recr | S1P3 antag | ROMK mod | Diaph inh CS | G6PDH CS
1: COc1ccc(C2=NOC(C(=O)Nc3ccc(C(C)=O)cc3)C2)cc1OC (stereo not given)
  1450 | 0.9 | 0.9 | -3 | 0.9 | 1 | 0 | -4 | 0.036 | 12 | 11
2: Cc1ccc(C2C(C(=O)O)c3ccccc3C(=O)N2C)o1 (stereo not given)
  1457 | 1.1 | 1 | -1 | 1.1 | 3 | -6 | x | 0.86 | -4 | 2
3: O=C(OCc1ccccc1)c1cccnc1Cl
  1690 | 1 | 0.9 | 12 | 0.9 | 5 | 3 | 0 | -0.091 | 8 | 7
4: OC(CN1CCN(Cc2ccccc2)CC1)c1ccccc1 (stereo not given)
  1474 | 0.9 | 0.9 | -2 | 0.9 | -6 | -4 | -2 | 0.16 | 6 | 16
5: Clc1ccc(CNCCC2=CCCCC2)cc1
  1498 | 0.9 | 0.8 | 2 | 0.9 | -5 | 1 | x | -2.6 | 17 | 4
6: c1ccc(OCCn2cnc3ccccc32)cc1
  1423 | 0.9 | 0.9 | -2 | 0.9 | 1 | 6 | 21 | -2.2* | 12 | -8
7: Cc1cc(C)c2c(N)c(S(=O)c3ccc(C(C)(C)C)cc3)sc2n1 (stereo not given)
  1575 | 1.1 | 0.8 | -6 | 1.8 | 5 | 7 | x | x | 18 | -7
8: Cc1nn(C)cc1-c1cc(C(=O)O)c2ccccc2n1
  1491 | x | x | 6 | x | 5 | 3 | -12 | -1.3 | x | 10
9: Nc1nnc(COc2ccc(Br)cc2Br)s1
  1342 | 0.9 | 0.8 | -3 | 0.8 | 2 | -1 | -3 | -0.78 | 19 | 16
10: CC(C)C(=O)Nc1ccc(C(=O)NNC(=O)c2cccs2)cc1
  1648 | 1 | 1.1 | -5 | 1.1 | -8 | 0 | -9 | x | -7 | 12
11: COc1cccc(C2C(C(=O)c3cccs3)=C(O)C(=O)N2CCN(C)C)c1OC (stereo not given)
  1515 | 1.2 | 0.9 | 10 | 1.4 | -2 | 1 | -6 | -0.9 | 14 | 12
12: CCOc1cc(/C=N/NC(=O)CSc2nncn2C)ccc1OCc1ccccc1
  1251 | 1 | 1 | -6 | 1 | -4 | -3 | -3 | -0.18 | 1 | 2
13: CCC(=O)Oc1oc(-c2ccccc2)nc1C=Nc1ccccc1OC
  1683 | 0.9 | 1 | 2 | 1 | 6 | 9 | x | 0.0095 | 2 | 1
14: COc1ccc(OC)c2c(N)c(C#N)c(C(F)(F)C(F)(F)F)nc12
  1619 | 0.9 | 0.8 | 4 | 0.9 | 0 | -3 | x | 0.41 | 16 | -8
15: COC(=O)c1sccc1-n1cccc1C(=O)N1CCOCC1
  1644 | 1 | 1 | 5 | 0.9 | -6 | 14 | x | x | 4 | 16
16: CCC(=O)N1CCN=C1SCc1ccccc1Cl
  1510 | 1 | 0.9 | 2 | 1 | 3 | 7 | -3 | x | 10 | -2
17: O=C(O)CC1(CC(=O)N2CCN(CCO)CC2)CCCC1
  1362 | 1 | 1 | 2 | 0.9 | -1 | -2 | -10 | 0.54 | 1 | 7
18: CCc1sc(N(C(=O)Cc2ccccc2)c2ccccc2)nc1-c1ccccc1
  1581 | 0.8 | 0.8 | 5 | 0.9 | -1 | 6 | x | 0.26 | 17 | 2
19: O=S(=O)(CCSc1nc2ccccc2s1)c1nc2ccccc2s1
  1392 | 0.9 | 0.9 | -2 | 1 | 1 | -4 | x | -0.55 | 13 | 0
20: Cc1nn(CCc2n[nH]c(=S)n2C2CCCCC2)c(C)c1Br
  1471 | 0.9 | 0.9 | 7 | 0.9 | 0 | 6 | x | -1.2 | 14 | 3
21: COc1ccc(C)cc1C(=O)CCC(=O)NC1CCCCC1
  1515 | 1.1 | 1 | -10 | 1.1 | -7 | -2 | -8 | 0.96 | 1 | 1
22: CC(C)(C)OC(=O)N1CCC[C@H]1C(=O)NCC1CCC(C(=O)O)CC1 (stereo not given in full)
  1550 | 1 | 0.8 | 2 | 1 | 6 | 2 | 30 | x | 18 | 2
23: CN(C)c1ccc(/C=C/C(=O)c2ccc3c(c2)OCCO3)cc1[N+](=O)[O-]
  1578 | 0.9 | 0.9 | 1 | 0.9 | -3 | 5 | 2 | x | 13 | 8
24: CCOC(=O)c1c(C)c(C(=O)N2CCN(c3ccc(F)cc3)CC2)c(C)n1C
  1564 | 0.9 | 0.8 | -1 | 0.9 | -12 | -3 | -18 | 0.45 | 16 | 1
25: O=S(=O)(c1cccs1)n1nnc2ccccc21
  1659 | 1 | 0.9 | 6 | 1 | 4 | 0 | 2 | -0.39 | 11 | -2
26: CCO[C@@H]1OC(C(=O)N2CCOCC2)=C[C@H](c2ccc(Br)cc2)[C@H]1CCCO
  1479 | 0.9 | 0.8 | 3 | 0.9 | 7 | 2 | -7 | x | 18 | 16
27: CCCNc1c(NC(C)=O)c(=O)oc2ccccc12
  1405 | 1 | 0.9 | -13 | 0.9 | 6 | -5 | -3 | x | 11 | 3
28: Cc1cccc(-c2nc(CSCC(=O)NCc3cccs3)c(C)o2)c1
  1415 | 0.9 | 0.9 | -7 | 1 | -4 | -5 | x | -2.5 | 14 | -2
29: COC(=O)c1ccc(C(=O)Nc2ccc3nc(-c4cccnc4)[nH]c3c2)cc1
  1489 | 0.9 | 1 | -5 | 0.9 | -6 | -7 | x | x | 0 | -70
30: O=c1cc(CN2CCN(S(=O)(=O)/C=C/c3ccccc3)CC2)c2ccc(O)cc2o1
  1556 | 0.9 | 0.8 | 3 | 0.9 | 11 | 1 | 1 | x | 16 | -22

Reprinted: compounds 1–2
Fields: SRC2 TRFRET art | PMI activator | Diaphorase act | PPARg SRC-2 ag | PMI act satM6P | PPARg SRC1 recr | PPARg SRC3 recr | S1P3 antag | ROMK mod | Diaph inh CS | G6PDH CS
1: COc1ccc(C2=NOC(C(=O)Nc3ccc(C(C)=O)cc3)C2)cc1OC (stereo not given)
  1450 | 0.9 | 0.9 | -3 | 0.9 | 1 | 0 | -4 | 0.036 | 12 | 11
2: Cc1ccc(C2C(C(=O)O)c3ccccc3C(=O)N2C)o1 (stereo not given)
  1457 | 1.1 | 1 | -1 | 1.1 | 3 | -6 | x | 0.86 | -4 | 2

(cont.)
Fields: SRC2 TRFRET art | PMI activator | Diaphorase act | PPARg SRC-2 ag | PMI act satM6P | PPARg SRC1 recr | PPARg SRC3 recr | S1P3 antag | ROMK mod | Diaph inh CS | G6PDH CS
31: COC(=O)c1ccc(NC(=O)CCN2CCN(Cc3ccccc3)CC2)cc1
  1535 | 1.1 | 1 | -6 | 1.1 | 1 | 0 | x | x | -4 | 3
32: CCOC(=O)c1sc(NC(=O)CSc2nc3c(c(=O)n2-c2ccc(C)cc2)SCC3)c(C(=O)OCC)c1C
  1558 | 0.9 | 0.9 | -15 | 0.9 | -2 | -2 | 0 | 0.45 | 12 | 21
33: Cc1nc(CNS(=O)(=O)c2ccc3c(c2)CCCC3)cs1
  1448 | 0.9 | 1 | -2 | 1.1 | -1 | -3 | -8 | x | 4 | 9
34: COc1ccc(C(=O)N(c2ccc(OC)cc2)S(=O)(=O)c2cccs2)cc1
  1530 | 0.9 | 0.8 | 4 | 0.9 | 1 | 2 | 7 | -1.5 | 22 | 4
35: COc1cccc(CNn2cnnc2)c1O
  1647 | 0.8 | 0.8 | 0 | 0.8 | 8 | 1 | 11 | -0.095 | 16 | 22
36: c1ccc(-c2noc(-c3cccnc3)n2)nc1
  1433 | 0.9 | 0.8 | 4 | 0.9 | -1 | -22 | -50 | -0.011 | 18 | 0
37: O=C(Nc1ccccc1Cl)N1C2CCC1CC(O)(c1cccnc1)C2 (stereo not given)
  1406 | 1 | 1 | -3 | 1 | 1 | -2 | -5 | -0.039 | 4 | 8
38: CCCCOC(=O)CSC1=C(C#N)C(c2ccc3c(c2)OCO3)CC(=O)N1 (stereo not given)
  1530 | 0.9 | 1 | 4 | 1 | 12 | 4 | x | -0.84 | -2 | 2
39: Cc1cc2ccccc2c(=O)n1CC(=O)NCC(=O)N(C)Cc1ccccc1
  1556 | 1 | 0.9 | 12 | 1 | 4 | -2 | x | x | 6 | 2
40: CCOc1ccc(S(=O)(=O)N(C)c2ccc(OCC(=O)OCc3c(C)noc3C)cc2)cc1
  1474 | 1 | 0.8 | 7 | 0.9 | 7 | 0 | -8 | x | 20 | 6
41: N#Cc1nc(-c2ccc(OCc3ccccc3)cc2)oc1NCc1ccco1
  1507 | 1.1 | 0.7 | -4 | 1.1 | 1 | -6 | 2 | 0.37 | 30 | 10
42: COc1ccc2c(c1)C(C)=CC(C)(C)N2C(=O)CNCc1ccc2c(c1)OCO2
  1428 | 0.9 | 0.7 | 6 | 1 | -11 | -6 | 12 | x | 34 | 6
43: O=C(Cn1nc(C(=O)O)c2ccccc2c1=O)NC12CC3CC(CC(C3)C1)C2
  1522 | 0.9 | 0.8 | -2 | 0.9 | 4 | 2 | -11 | -0.1 | 21 | 2
44: CCOC(=O)/C(C#N)=C/c1ccc(OCC(=O)Nc2cc(C)ccc2C)c(OC)c1
  1492 | 1 | 1 | 3 | 1 | 10 | -1 | x | x | 2 | -54
45: COC(=O)Cn1c(=NC(=O)c2cc(-c3cccs3)nc3ccccc23)sc2cc(S(N)(=O)=O)ccc21
  1499 | 1 | 0.8 | 5 | 1.1 | 4 | 3 | 9 | -0.41 | 22 | 4
46: CN(C)CCOc1ccc2ccccc2c1
  1648 | 1.1 | 0.9 | 3 | 1.1 | -2 | 3 | 4 | -0.008 | 11 | 3
47: Cc1ccc2c(c1)Oc1ccc([N+](=O)[O-])cc1C(=O)N2
  1494 | 1.1 | 1 | -1 | 1 | -2 | 5 | -1 | -0.28 | -4 | 1
48: COc1ccccc1CNC(=O)Nc1cccs1
  1557 | 0.9 | 0.9 | 11 | 1.2 | 10 | 6 | x | x | 14 | 7
